Assay outcomes (PubChem)
IL1B secr inh: blocks inflammasome-driven IL-1 beta release; AID 743279; activity change, % at 57.5 µM; THP-1 LPS/ATP IL-1B secretion, AlphaLISA, 16 h; active compounds read low; 360,000 compounds, 4.7% hits; in the data active = activity change below about -50%; inconclusive = mostly about -30% to -49%; note: % is set by controls: 0 for no effect and ±100 for the full control effect
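THP-1 cells pretreated 1 hr with compounds (up to 57.5 uM final), then stimulated with LPS (250 ng/mL final) plus ATP (1.25 mM final); secreted IL-1B measured by AlphaLISA after 16 hr, decreased signal indicating inhibition.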
KB-V1 MDR tox: KB-V1 MDR subline cytotoxicity. KB-V1 MDR cells viability, CellTiter-Glo, 72 h. 400,000 compounds, 3.4% hits. Potency, µM (doses to about 46.1 µM), for the others: at the top dose activity change, negative = cytotoxicity, hits mostly cytotoxic; note: potency is the fitted concentration of half-maximal effect; % is set by controls: 0 for no effect and ±100 for the full control effect; nearly all actives have a fitted effect of over 60% in size
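Potencies derive from concentration-effect curves fitted to normalized luminescence (CellTiter-Glo) of KB-V1 cells treated for 72 h at 37 degrees C in phenol-red-free DMEM containing 10% FBS.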
D3 ag: activates the human D3 dopamine receptor | max activation, % | D3R DiscoveRx beta-arrestin cells, luminescence, 90 min | 410,000 compounds, 0.58% hits; in the data active = max activation above about 30%; note: 0% is about no effect; mostly tested at two doses, the higher about 12 µM
Target sequence (P35462 whole entry, looked up): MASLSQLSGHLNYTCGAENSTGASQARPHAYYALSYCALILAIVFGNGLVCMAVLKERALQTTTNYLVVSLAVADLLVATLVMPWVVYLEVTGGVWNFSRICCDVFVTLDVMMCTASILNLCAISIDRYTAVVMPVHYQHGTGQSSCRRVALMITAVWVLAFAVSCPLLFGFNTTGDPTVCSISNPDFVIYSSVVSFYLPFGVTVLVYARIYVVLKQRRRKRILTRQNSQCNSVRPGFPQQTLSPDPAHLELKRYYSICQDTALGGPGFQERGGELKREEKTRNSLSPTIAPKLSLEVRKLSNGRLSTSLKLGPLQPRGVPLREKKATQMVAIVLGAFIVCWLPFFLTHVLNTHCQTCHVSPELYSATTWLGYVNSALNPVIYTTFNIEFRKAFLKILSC
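Agonist-mode cell screen: cells plated at 1500/well and incubated overnight at 37 °C, then exposed to library compounds for 90 min at 37 °C. Detection reagent was added for 30–60 min at room temperature, and luminescence was read.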
HT1080 IDH1KD tx: HT-1080 IDH1 knockdown cell toxicity (counter line); 360,000 compounds, 2% hits; HT-1080 IDH1 knockdown viability, ATP luminescence, 48 h; Potency, µM (top dose mostly 46.1 µM), for the others: top-dose activity, negative = toxicity, most hits filed as cytotoxic; AID 686971;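 note: potency is the fitted concentration of half-maximal effect; 0% = DMSO wells and -100% = cell-free medium wells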
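In this qHTS, HT-1080 cells depleted of IDH1 are exposed for 48 h at 37 °C to compound titrations. Toxicity is scored from CellTiter-Glo luminescence, with DMSO as full viability and medium alone as none.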
KB-3-1 tox: KB-3-1 parental cell cytotoxicity; Potency, µM (titrated, usually from 46.1 µM), without a hit: top-dose activity change, negative = cytotoxic, hits mostly cytotoxic; 400,000 compounds, 1.4% hits; KB-3-1 viability, CellTiter-Glo ATP luminescence, 72 h; note: potency is the fitted concentration of half-maximal effect; % is set by controls: 0 for no effect and ±100 for the full control effect; nearly all actives have a fitted effect of over 60% in size
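Cytotoxicity in the drug-sensitive parental line KB-3-1 was scored as loss of CellTiter-Glo luminescence following 72 h incubation with compound. Values come from curve fitting of normalized concentration-response data.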
MCF10A rereplic: induces DNA re-replication in MCF 10a normal breast cells; MCF 10A DNA re-replication, Hoechst nuclear intensity, 48 h; Potency, µM (titrated, usually from 46.1 µM), for the others: top-dose activity, positive = re-replication, usual class: activators; 350,000 compounds, 2.9% hits; AID 624296; note: potency is the fitted concentration of half-maximal effect; % of control where 0% means no effect; nearly all actives have a fitted effect of over 50% in size
GLP1R cytotox: cytotoxicity counter-screen for GLP-1 receptor inverse agonists. HEK293 cAMP-luciferase reporter cells, luminescence, 24 h. Potency, µM (highest dose often 38.3 µM), inactives show top-dose activity change, negative = inhibition, most hits filed as inhibitors. 410,000 compounds, 0.13% hits;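 note: loss of luciferase light is scored as toxicity; potency is the fitted concentration of half-maximal effect; % is set by controls: 0 for no effect and ±100 for the full control effect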
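To flag toxic compounds, the library was rerun on cells for 24 hr at 37 deg C and 5% CO2. Viability-linked luminescence was captured 12 min after adding luciferase detection reagent.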
SW480 rereplic: induces DNA re-replication in SW480 colon adenocarcinoma cells | SW480 DNA re-replication, Hoechst DNA content imaging, 48 h | Potency, µM (series often up to 46.1 µM), without a hit: at the top dose re-replication activation, most hits filed as activators | 340,000 compounds, 1.8% hits; note: potency is the fitted concentration of half-maximal effect; % of control where 0% means no effect; nearly all actives have a fitted effect of over 55% in size
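Image-based DNA-content assay: after two days of treatment, nuclei were labelled with the DNA dye Hoechst and imaged, and hits were compounds raising the count of nuclei showing high fluorescence intensity.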
HT1080NT lethal: kills 2HG-producing HT-1080-NT fibrosarcoma cells; HT-1080-NT fibrosarcoma viability, CellTiter-Glo ATP luminescence, 48 h; Potency, µM (titrated, usually from 46.1 µM), without a hit: at the highest dose activity, negative = less viability, most hits filed as cytotoxic; 360,000 compounds, 1.6% hits; AID 686970;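 note: NT is the 2HG producing partner of a matched IDH1 knockdown line; potency is the fitted concentration of half-maximal effect; 0% = DMSO-treated cells and -100% = media-only wells without cells; nearly all actives have a fitted effect of over 55% in size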
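Toxicity toward the 2HG-producing NT line was scored as %Activity, normalised to DMSO and no-cell wells, from CellTiter-Glo luminescence after 48 hours' treatment.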
Numbers without * were called inactive; u = inconclusive; x = no result given; & = joins results of further samples; [ ] = another dose, or the depositor's remark. Unless noted, calls come from the whole dose curve; as a rule, active = well fitted curve in the direction sought with a large enough effect; inconclusive = small, poorly fitted or top-dose-only effect, or another doubt; inactive = no such curve, though single readings can be large; an effect the other way counts as inactive or inconclusive.

Start of the listing, in advance (five entries):
Each structure is followed by: IL1B secr inh | KB-V1 MDR tox | D3 ag | HT1080 IDH1KD tx | KB-3-1 tox | MCF10A rereplic | GLP1R cytotox | SW480 rereplic | HT1080NT lethal
Cc1ccc2c(c1)C1C=CCC1C(C(=O)NCCCN1CCOCC1)N2 (stereo not drawn)
 : -6 | u | -1 | -7% | 5% | u | 4% | u | -9%
COc1ccc(N2CCN(c3cc(C)c4ccc(C)cc4n3)CC2)cc1
 : -12 | u | -11 | -6% | -5% | 21µM* | 12%[7.66 µM] | 6% | -23%
CCOC(=O)CSC1=NC(=O)/C(=C\c2ccc(OC(C)=O)cc2)S1
 : -62* | u | -4 | u | u | 2.6µM* | -16% | u | u
CC(C)N1CC=C2C(C#N)=C(N)C(C#N)(C#N)C(c3ccccc3)C2C1 (stereo not drawn)
 : 0 | -21% | 0 | -5% | -7% | 8% | 55%[activator] | -5%[9.22 µM] | -15%
COc1cccc(/C=N/NC(=O)NC23CC4CC(CC(C4)C2)C3)c1O
 : -12 | u | -16 | 18µM* | u | 29% | -106% | 7% | u

The listing (from the top)
Each structure is followed by: IL1B secr inh | KB-V1 MDR tox | D3 ag | HT1080 IDH1KD tx | KB-3-1 tox | MCF10A rereplic | GLP1R cytotox | SW480 rereplic | HT1080NT lethal
Cc1ccc2c(c1)C1C=CCC1C(C(=O)NCCCN1CCOCC1)N2 (stereo not drawn)
 : -6 | u | -1 | -7% | 5% | u | 4% | u | -9%
COc1ccc(N2CCN(c3cc(C)c4ccc(C)cc4n3)CC2)cc1
 : -12 | u | -11 | -6% | -5% | 21µM* | 12%[7.66 µM] | 6% | -23%
CCOC(=O)CSC1=NC(=O)/C(=C\c2ccc(OC(C)=O)cc2)S1
 : -62* | u | -4 | u | u | 2.6µM* | -16% | u | u
CC(C)N1CC=C2C(C#N)=C(N)C(C#N)(C#N)C(c3ccccc3)C2C1 (stereo not drawn)
 : 0 | -21% | 0 | -5% | -7% | 8% | 55%[activator] | -5%[9.22 µM] | -15%
COc1cccc(/C=N/NC(=O)NC23CC4CC(CC(C4)C2)C3)c1O
 : -12 | u | -16 | 18µM* | u | 29% | -106% | 7% | u
COc1ccccc1NC(=O)c1ccc(NC(=O)COC(=O)c2cncc(Br)c2)cc1
 : 0 | u | 9 | 9% | 21% | 1% | 21% | u | 4%
CN(C)S(=O)(=O)c1ccc2c(c1)N(CC(=O)NCc1ccc(F)cc1)C(=O)CS2
 : x | -6% | -14 | x | -1% | x | 3% | x | x
COc1ccc([N+](=O)[O-])cc1NC(=S)NC(=O)C(C)(C)C
 : 9 | -7% | -6 | -4% | -4% | -1% | -14% | -12% | -4%
O=C(NCc1cccc(Cl)c1)c1ccc(-n2cncn2)c2ccoc12
 : -28 | -1% | -4 | -3% | 0% | x | 2% | x | 1%
CCOc1ccc(NC(=O)C(Cc2ccccc2)NC(=O)C2CCCCC2)cc1 (stereo not drawn)
 : -8 | u | 2 | 8% | -12% | 4% | -6% | 11% | 11%
Cc1ccc(O)c(N=Nc2ccc(S(=O)(=O)N3CCCC3)cc2)c1
 : 0 | 0% | 4 | 6% | 14% | -11% | 4% | 1% | 1%
Cc1occc1-c1nnc(SCC(=O)N2CCN(c3ccccc3)CC2)n1C
 : 29 | -13% | 10 | -2% | -1% | 1% | -10% | -4% | 3%
Cc1nc2cc(CO)ccc2n1C
 : 15 | 22% | 2 | 9% | 0% | -5% | -13% | -9%[9.22 µM] | 8%
CCc1nnc(NC(=O)c2ccc(S(=O)(=O)NCC(C)C)cc2)s1
 : -1 | u | -2 | -1% | 5% | -1% | -3% | -7% | -18%
N=NC(=O)c1ccccc1Nc1c(O)[nH]c2ccccc12
 : -1 | u | -17 | u | 1% | 19% | u | 0% | u
CC(O)CNCCOc1cccc(Oc2ccccc2)c1 (stereo not drawn)
 : -29 | -23% | -13 | -14% | 3% | 2% | 11%[7.66 µM] | -3% | u
C/C(=N\NC(=O)CSc1nc2ccccc2s1)c1ccco1
 : 2 | 0% | -3 | -16% | 3% | 13% | 6% | 3% | -11%
O=C(c1cnsn1)N1CCC(CO)(Cc2cccc(F)c2)CC1
 : -10 | 4% | 13 | 14% | 0% | -2% | -18% | -5% | 11%
COc1cccc(-c2nc(CS(=O)(=O)CC(=O)N3CCc4ccccc43)c(C)o2)c1
 : 10 | -5% | -1 | 3% | -1% | 11% | -2% | -9% | 2%
CCNC(=O)C1Cc2ccccc2CN1S(=O)(=O)c1ccc(F)cc1 (stereo not drawn)
 : 0 | -1% | 2 | -1% | -10% | 8% | 4% | 4% | 1%

One compound at a time, from the list above. Order of values: IL1B secr inh, KB-V1 MDR tox, D3 ag, HT1080 IDH1KD tx, KB-3-1 tox, MCF10A rereplic, GLP1R cytotox, SW480 rereplic, HT1080NT lethal
N=NC(=O)c1ccccc1Nc1c(O)[nH]c2ccccc12 as listed: -1, u, -17, u, 1%, 19%, u, 0%, u
CC(C)N1CC=C2C(C#N)=C(N)C(C#N)(C#N)C(c3ccccc3)C2C1 (stereo not drawn) as listed: 0, -21%, 0, -5%, -7%, 8%, 55%[activator], -5%[9.22 µM], -15%

New compounds follow.
Each structure is followed by: IL1B secr inh | KB-V1 MDR tox | D3 ag | HT1080 IDH1KD tx | KB-3-1 tox | MCF10A rereplic | GLP1R cytotox | SW480 rereplic | HT1080NT lethal
Cc1ccc(-n2nc3c(N4CCC(C(=O)N(C)Cc5ccccc5)CC4)nnc(C)c3c2C)cc1
 : x | -8% | -10 | x | 5% | x | 1% | x | x
CCOC(=O)N1CCN(C(=O)c2cnn3ccccc23)CC1
 : 14 | u | 3 | 5% | 22% | 4% | -6% | -2% | 12%
COC(=O)c1cc(NCc2cccs2)ccc1N1CCOCC1
 : 5 | 9% | -2 | -2% | 7% | -22% | -9% | 3% | 7%
Cn1ccnc1SCC(=O)Nc1cccc(C#N)c1
 : -13 | 0% | -1 | 10% | 8% | -5% | 1% | u | 7%
CC(=O)c1ccc(N2CCN(C(=O)CCCn3c(=O)[nH]c4ccsc4c3=O)CC2)cc1
 : -18 | u | -2&10 | -5% | 7%&9% | 0% | 3%&-3% | -3% | -3%
O=C(/C=C/c1cccc([N+](=O)[O-])c1)NCCSCc1ccco1
 : -2 | -2% | -11 | 15% | 5% | 6% | 3% | 10% | 10%
COc1ccc(C2=C(C#N)C(=O)OC2)cc1
 : -27 | 13% | 1 | 0% | 3% | 12% | -26% | 2% | 5%
O=C(Nc1ccccc1)N1C2CCC1CC(O)(c1cccnc1)C2 (stereo not drawn)
 : -10 | 10% | -13 | 3% | -9% | 2% | 0% | u | 1%
CCC(C)(C)C(=O)Nc1nnc(CCc2ccccc2)s1
 : -5 | -22% | -1 | 1% | -3% | 1% | 3% | 0% | -4%
Cc1noc(NS(=O)(=O)c2ccc(NC(=O)c3cc4ccccc4o3)cc2)c1C
 : -28 | 10% | 1 | 6% | -1% | 0% | 12% | -10% | -4%
O=C(CN1CCN(C(=O)c2ccco2)CC1)Nc1ccc(F)cc1F
 : 32 | 0% | 5 | 7% | 0% | -3% | 12% | 0% | 8%
CCn1c2ccccc2c2cc(NC(=O)CSc3nnc(-c4ccc(OC)cc4)n3N)ccc21
 : -11 | -2% | 5 | u | 0% | u | -21% | u | u
COc1cc(CN2CCC(C(=O)NCC(C)(C)CN(C)C)CC2)ccc1OCc1ccccc1
 : -9 | 3% | 0 | -22% | -5% | 14% | 14% | 6% | u
N#CCCN(C(=O)COC(=O)C1CCN(c2ccc(C(F)(F)F)cn2)CC1)c1ccc(F)cc1
 : u | -11% | 3 | 17% | -6% | 0% | -19% | -3% | 0%
Cc1ccccc1C(=O)NC(=S)NCCN1CCOCC1
 : 7 | -7% | -2 | 16% | 9% | -1% | -6% | -5% | 10%
COc1ccccc1NC(=O)N1CCc2c([nH]c3ccccc23)C1C(F)(F)F (stereo not drawn)
 : -60* | -24% | -9 | -10% | -13% | u | 3% | 14% | -20%
O=c1c2ccccc2nc2n1C(CSc1ccc(Br)cc1)CN2 (stereo not drawn)
 : 19 | 0% | -5 | 11% | 0% | 0% | -10% | -6% | 10%
O=[N+]([O-])c1ccc2nc(-c3ccccc3)cc(-c3ccccc3)c2c1
 : 5 | 7% | 3 | 10% | -9% | -1% | -1% | -4% | 1%
COc1ccccc1OC(=O)c1ccc2nsnc2c1
 : 2 | 10% | 16 | 8% | 1% | 13% | 14% | -12% | 1%
CCOc1ccccc1CNS(=O)(=O)c1ccc2c(c1)oc(=O)n2C
 : -17 | -13% | 0 | 11% | u | 3% | -11% | -5% | 8%
CCC(=O)N1CCc2cc(S(=O)(=O)CCC(=O)NCc3cccs3)ccc21
 : 10 | 2% | -1 | -8% | 1% | u | -6% | 5% | -7%
CS(=O)(=O)c1ccc(Cl)c(NC(=O)COC(=O)c2cccc(S(=O)(=O)N3CCCCC3)c2)c1
 : -7 | 23% | 1 | 1% | -15% | 2% | -2% | -4% | 1%
Cc1ccc(C(=O)c2sc3c(c2N)c(=O)[nH]c(=O)n3CCc2ccccc2)cc1
 : 27 | u | 6 | 5% | -14% | 9.2µM* | 0% | u | 9%
Cc1ccc(NC(=O)CC2=NC(=O)C(CC(=O)Nc3ccccc3C)S2)cc1 (stereo not drawn)
 : 37 | 2% | 5 | u | -2% | -13% | u | -58%[inhibitor] | u
Cc1ccc(-c2nnc(Cc3ccc([N+](=O)[O-])cc3)o2)cc1
 : -10 | 18% | 7 | 5% | -10% | 12% | 2% | 10% | -2%
Cc1cccc(N2C(=O)CS(=O)(=O)C23C(=O)N(C)c2ccccc23)c1 (stereo not drawn)
 : x | u | 7 | x | 14% | x | -2% | x | x
O=C(CCC(=O)N/N=C/c1cc(Cl)cc(Cl)c1O)NCc1ccccc1
 : 166 | -16% | -7 | -5% | -1% | u | 32%[activator][7.66 µM] | u | -24%
O=C1CC(C(=O)Nc2ccc(F)c(Cl)c2)N=C(N2CCCCC2)N1 (stereo not drawn)
 : -21 | 0% | 1 | 3% | -1% | u | -9% | u | 9%
CC(OC(=O)C1COc2ccccc2O1)C(=O)N(C)c1ccccc1 (stereo not drawn)
 : -6 | -1% | 2 | 1% | 23% | -33%[inhibitor] | 9% | -8% | 16%
